Screens (PubChem)
Vc quorum ag – inducers of Vibrio cholerae quorum light production without autoinducers; V. cholerae BH1578 lux reporter, luminescence, 6 h; activation, % at 18.7 µM; 350,000 tested, 0.16% active; in the data active = activation mostly above about 9.7%, no sharp cut-off; inconclusive = no clear call, values can overlap the other calls; inactive = mostly below about 3.7%; also: not every result past the cut was called active; inactives centre near 0; reference of the scale not given here
Y pestis TopoI – inhibitors of Yersinia pestis topoisomerase I; AID 504884; Y. pestis Topo-I cleavage product accumulation, plate reader; 360,000 tested, 0.064% active; activity, % at 10 µM; in the data active = activity above about 50%, passing the limit was not always enough; inconclusive = no clear call, values can overlap the other calls; also: inactives centre near 2
TcdB GH inh – blocks C. difficile toxin B glycohydrolase activity | AID 652162 | TcdB glycohydrolase enzymatic assay, plate reader | inhibition, % at 9.99 µM | P18177 | 350,000 tested, 0.24% active; in the data active = inhibition above about 10%
SSB-PriA inh – inhibitors of Klebsiella pneumoniae PriA binding to SSB C-terminal tail; AlphaScreen SSBct-PriA binding, biotinylated peptide; inhibition, % at 33 µM; 430,000 tested, 0.6% active; AID 1272365; in the data active = inhibition mostly above about 37%, no sharp cut-off; inactive = mostly below about 20%;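 also: plate controls were negative control peptide for no effect and reference peptide for full effect; strong numbers were not always called active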
PfHsp40 rescue – rescue of PfHsp40-mediated yeast toxicity; S. cerevisiae expressing PfHsp40, growth rescue, ATP luminescence; growth rescue, % at 12.5 µM; 340,000 tested, 0.68% active; AID 504582; in the data active = growth rescue above about 28%, passing the limit was not always enough; inconclusive = no clear call, values can overlap the other calls;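 also: yeast W303a lacking pdr1 and pdr3 grown in galactose medium; growth measured after three days at 30 °C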
VHR inh abs – DUSP3 (human) phosphatase inhibition. inhibition, % at 13.3 µM. AID 1654. 290,000 tested, 0.52% active. recombinant VHR phosphatase, pNPP absorbance; in the data active = inhibition above about 50%; also: some compounds called inactive have numbers as strong as hits
Target sequence (P51452 whole entry, looked up): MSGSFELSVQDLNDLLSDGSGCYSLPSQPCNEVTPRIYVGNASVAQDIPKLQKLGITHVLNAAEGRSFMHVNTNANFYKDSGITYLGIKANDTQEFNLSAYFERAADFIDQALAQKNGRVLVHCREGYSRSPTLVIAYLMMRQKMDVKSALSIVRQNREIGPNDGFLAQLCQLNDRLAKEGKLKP
Rv3671c protease – inhibitors of M. tuberculosis serine protease Rv3671c; inhibition, % at 5.96 µM; AID 2606; 320,000 tested, 0.048% active; P9WHR9; in the data active = inhibition above about 38%;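 also: extracellular domain of Rv3671c used as enzyme; 0% = enzyme with DMSO and 100% = no enzyme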
Target sequence (P9WHR9 whole entry, looked up, the tested form may be a part): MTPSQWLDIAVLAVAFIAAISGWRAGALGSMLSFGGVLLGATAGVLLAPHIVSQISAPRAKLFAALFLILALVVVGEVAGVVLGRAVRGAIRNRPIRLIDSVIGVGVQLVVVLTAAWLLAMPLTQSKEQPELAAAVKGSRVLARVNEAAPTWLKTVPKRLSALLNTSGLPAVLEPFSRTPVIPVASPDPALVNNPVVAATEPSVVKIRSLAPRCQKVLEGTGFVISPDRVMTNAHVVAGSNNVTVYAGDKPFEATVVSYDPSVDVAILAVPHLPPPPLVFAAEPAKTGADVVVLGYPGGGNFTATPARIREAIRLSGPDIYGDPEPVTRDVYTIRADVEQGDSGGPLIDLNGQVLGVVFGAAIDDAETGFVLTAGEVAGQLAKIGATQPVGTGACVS
Anthrax LF prot – blocks Bacillus anthracis lethal factor protease. 360,000 tested, 0.12% active. multiplex microsphere protease cleavage assay, LF. P15917. inhibition, % at 10 µM; in the data active = inhibition above about 30%; inconclusive = no clear call, values can overlap the other calls; also: plate controls were buffer without enzyme for full effect and enzyme alone for no effect
MazEF act – increases E. coli MazEF RNase cleavage of RNA. P0AE70. AID 504720. FAM/BHQ RNA-DNA oligo cleavage fluorescence, 5 h. 350,000 tested, 0.32% active. activation, % at 20 µM; in the data active = activation above about 50%
Target sequence (P0AE70 whole entry, looked up): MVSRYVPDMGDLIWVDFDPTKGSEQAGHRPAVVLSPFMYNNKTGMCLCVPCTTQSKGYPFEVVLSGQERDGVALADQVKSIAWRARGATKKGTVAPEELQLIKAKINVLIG
3CLpro inhibitor – SARS-CoV 3CLpro protease inhibition | recombinant SARS-CoV 3CLpro, quenched FRET peptide cleavage | inhibition, % at 6 µM | 290,000 tested, 0.14% active; in the data active = inhibition above about 12%
Starred values were filed as active, the others as inactive; i = inactive; ? = inconclusive; . = no result given; & = joins results of further samples.

structure	Vc quorum ag	Y pestis TopoI	TcdB GH inh	SSB-PriA inh	PfHsp40 rescue	VHR inh abs	Rv3671c protease	Anthrax LF prot	MazEF act	3CLpro inhibitor
Nn1c(SCC(=O)N2CCc3ccccc3C2)nnc1-c1cccs1	i	3	.	-7	-0.4	14	4	-5	1	1
N[C@@H](Cc1ccccc1)c1nnc(SCc2ccccc2F)o1	-0.3	13	.	12	-0.6	8	2	4	0	-2
FCCCOc1ccc(/C=N/OCc2ccc(Cl)cc2Cl)cc1	i	1	.	.	-1.1	18	-2	-5	-5	7
CCOC(=O)c1c(NC(=O)CC2Sc3ccc(C(F)(F)F)cc3NC2=O)sc(C)c1C (stereo not given)	-0.3	9	1.1	-6	3.9	8	12	-2	7	-2
COc1cc(O)c(C(CC(=O)N2CCCC(C)C2)c2ccc3c(c2)OCO3)c(OC)c1 (stereo not given)	i	8	1.3	6	0.8	19	9	4	5	.
CCOC(=O)CN1C(=O)S/C(=C/c2cc(C)n(C)c2C)C1=O	i	6	.	15	-0.6	.	5	-4	0	2
COc1cc(/C=C(\C#N)C(=O)Nc2ccccc2)ccc1OCCN1CCOCC1	-12	25	1.8	1	-1.2	32	-8	-4	-2	4
Cc1nn(-c2ccccn2)c2c1C(=O)C(Br)CC2 (stereo not given)	0.0	-3	.	2	0.0	24	.	-4	13	6
CC(=O)Nc1ccc(S(=O)(=O)N2CCCCC2C(=O)O)cc1 (stereo not given)	0.5	8	0.6	-4	-1.0	20	0	-2	4	-2
COc1ccc(NC(=O)c2sc3nc(C)nc(N4CCN(c5ccccn5)CC4)c3c2C)cc1Cl	-0.5	-5	1.2	-4	1.8	5	1	-3	-16	9
O=C(O)CCCC(=O)Nc1ccc(N2CCCC2)cc1	-1.3	-7	.	-1	-0.7	42	-3	-1	3	1
COc1ccc(OC)c(NS(=O)(=O)c2ccc3c(c2)n(C)c(=O)n3C)c1	-7.1	4	.	1	0.2	-6	6	-9	4	9
CC1CCc2[nH]c3ccc(C(=O)NCCCOC(C)C)cc3c2C1 (stereo not given)	-0.2	33	4.8	2	-1.3	25	3	4	4	-5
CC(=O)c1cnc2c(-c3ccccc3)c(-c3ccccc3)nn2c1C	-0.7	-7	1.6	-20	-0.8	18	0	11	12	-5
O=c1[nH]n(-c2ccccn2)c(=O)c2ccccc12	i	2	.	-8	-1.1	8	-1	-2	-1	-4
Cc1cc2ccccc2c(=O)n1CC(=O)NCC(=O)N1CCCC(C)C1 (stereo not given)	-0.6	-3	.	1	0.1	8	-1	-7	1	-5
COc1ccc(NC(=O)CN(C)C(=O)c2cc(C3CC3)nn2-c2ccccc2)cc1	-0.7	20	0.0	-5	-0.8	.	7	-10	3	.
CC1CCc2sc(C(=O)N3CCN(c4ncccn4)CC3)cc2C1 (stereo not given)	0.1	8	1.0	-8	-1.0	5	-3	0	2	8
COc1ccc(-c2cc(-c3nc4ccccn4c3NCc3ccccc3)ccc2OC)cc1	i	6	-3.5	-3	1.1	.	0	-10	-13	.
Cc1ccc(CNC(=O)CNS(=O)(=O)c2ccc(Br)s2)cc1	i	5	1.7	-3	0.7	25	-4	0	1	-1

Brought forward from above: five compounds, followed by the next part.
structure	Vc quorum ag	Y pestis TopoI	TcdB GH inh	SSB-PriA inh	PfHsp40 rescue	VHR inh abs	Rv3671c protease	Anthrax LF prot	MazEF act	3CLpro inhibitor
Cc1cc2ccccc2c(=O)n1CC(=O)NCC(=O)N1CCCC(C)C1 (stereo not given)	-0.6	-3	.	1	0.1	8	-1	-7	1	-5
COc1ccc(NC(=O)CN(C)C(=O)c2cc(C3CC3)nn2-c2ccccc2)cc1	-0.7	20	0.0	-5	-0.8	.	7	-10	3	.
CC1CCc2sc(C(=O)N3CCN(c4ncccn4)CC3)cc2C1 (stereo not given)	0.1	8	1.0	-8	-1.0	5	-3	0	2	8
COc1ccc(-c2cc(-c3nc4ccccn4c3NCc3ccccc3)ccc2OC)cc1	i	6	-3.5	-3	1.1	.	0	-10	-13	.
Cc1ccc(CNC(=O)CNS(=O)(=O)c2ccc(Br)s2)cc1	i	5	1.7	-3	0.7	25	-4	0	1	-1
O=C(NCc1ccccc1)c1cc(C2CCCCN2C(=O)c2ccccc2)on1 (stereo not given)	-1.7	7	0.9	.	.	.	.	3	.	.
Cc1ccc(C)c(S(=O)(=O)N(C)C2CCS(=O)(=O)C2)c1 (stereo not given)	-1.8	1	2.5	1&-10	0.3	.	3	-3	4	.
CCCC(=O)N1CCCC1(C)C(=O)NCc1ccc(SC)cc1 (stereo not given)	-0.4	3	1.3	.	.	.	.	3	.	.
Cc1cc(NC(=O)c2ocnc2C)no1	-0.4	-7	.	7	0.3	26	-4	0	-2	-2
CCOc1ccc(C(=O)CN2C(=O)NC3(CCCCCC3)C2=O)cc1	-0.2	2	0.7	1	-0.3	.	1	3	0	.
Cc1ccc(NC(=O)CCNS(=O)(=O)c2cc(Br)cnc2N)cc1Cl	-0.2	2	.	2	1.9	-6	-6	5	25	-5
CO/N=C/NC(=O)c1cn(-c2ccc(F)cc2)c(=O)c2ccccc12	i	0	.	i	0.7	7	9	-4	9	-5
Cc1ccccc1OCC(O)Cn1c(N2CCN(c3ccccc3)CC2)nc2c1c(=O)[nH]c(=O)n2C (stereo not given)	-0.3	-1	8.6	-2	0.5	-8	-7	0	-33	-1
Cc1ccc(S(=O)(=O)N2CCC(C(=O)NCCCN3CCCCCC3)CC2)cc1	-0.4	11	.	19	-0.2	4	7	-2	8	2
CC(C)(C)c1ccc(Oc2coc3cc(OCC(=O)O)ccc3c2=O)cc1	-0.4	-5	2.7	-2	-2.9	19	49*	4	-3	6
CN(CCc1ccccc1)C(=O)c1ccc(NC(=O)Cc2cccc(NC(=O)C3CCN(C(=O)c4ccccc4)CC3)c2)cc1	-1.8	28	0.7	-6	0.3	.	.	-4	-1	.
O=C(Nc1cccnc1)c1noc2c1CCCC2	-1.5	-4	.	-1	-1.4	-11	-8	-6	5	1
CN(C)c1ccc(CNCCC2(O)CCOC(C)(C)C2)cc1 (stereo not given)	-1.2	5	.	1	1.5	6	7	-3	10	0
O=C(Cc1ccc(NC(=O)C2CCCN(C(=O)C3CCCCC3)C2)cc1)Nc1ccc(C(=O)N2CCOCC2)cc1 (stereo not given)	i	5	-1.7	-6	-0.1	.	.	0	8	.
O=S(=O)(Nc1cc(S(=O)(=O)N2CCOCC2)ccc1O)c1ccc2c(c1)OCCCO2	i	-9	0.9	-12	-1.0	.	-2	-11	-6	.
CCOc1ccc(C(C(=O)NCC2CCCO2)N(Cc2ccccc2)C(=O)c2snc(C(N)=O)c2N)cc1 (stereo not given)	-0.3	27	1.2	-15	0.1	3	1	0	5	-2
Cc1ccc2nc(/C(C#N)=C\c3ccc(N4CCCCC4)c([N+](=O)[O-])c3)[nH]c2c1	i	6	.	9	-0.7	-18	3	-9	2	1
O=C(NCCCN1CCOCC1)c1ccc2c(c1)N(Cc1ccccc1)C(=O)c1ccccc1S2=O (stereo not given)	5.6	1	-1.3	3	-0.1	60*	-3	1	-22	-2
CCN(CCCl)c1cc(CN(C)C)cc(NC(=O)c2ccc(C(=O)Nc3cc(CN(C)C)cc(N(CC)CCCl)c3)cc2)c1	.	-46	1.4	-4	-0.3	.	.	-7	-34	.
N#C/C(=C\c1ccc(F)cc1F)S(=O)(=O)c1ccccn1	i	7	-0.1	0	1.3	31	-4	6	1	4

The list continues.
Value order – Vc quorum ag	Y pestis TopoI	TcdB GH inh	SSB-PriA inh	PfHsp40 rescue	VHR inh abs	Rv3671c protease	Anthrax LF prot	MazEF act	3CLpro inhibitor
- CCOc1cc(CN2CCCC(C(=O)c3cccc(C(F)(F)F)c3)C2)ccc1O (stereo not given)
  -1.4	1	0.2	3	0.9	25	0	-6	-1	4
- O=C(c1cc2ccccc2o1)N1CCCCCC1
  i	10	.	-5	0.7	13	7	2	-7	2
- O=S(=O)(NC1CCCC1)c1ccccc1Br
  2.2	-5	-4.9	-6	8.7	-9	1	-10	3	.
- COc1ccc(/C=N\NS(=O)(=O)c2ccc(Cl)cc2)cc1COc1ccccc1[N+](=O)[O-]
  -0.3	-2	.	.	0.7	13	1	-1	-1	5
- COc1ccc(OC)c(NC(=O)NC2(C(F)(F)F)Oc3ccccc3O2)c1
  8.8	-10	.	-12	0.5	-11	-4	-8	3	1
- COc1ccccc1NC(=O)CC12CC3CC(CC(Br)(C3)C1)C2
  -0.5	23	0.4	-21	-0.7	1	-2	-3	-4	0
- Cn1c(NCc2ccccc2)cc(=O)n(C)c1=O
  -0.3	-4	.	-5	-0.5	22	-5	-2	3	4
- COc1ccccc1NC(=O)COc1cccc(-n2cnnn2)c1
  i	7	.	-6	-0.1	22	-6	-1	2	-4
- CCN(C(=O)COC(=O)c1cnc(C)cn1)C1CCS(=O)(=O)C1 (stereo not given)
  0.6	3	1.1	-6	0.5	.	3	?	5	.
- COC(C(=O)NNS(=O)(=O)c1ccc([N+](=O)[O-])cc1)c1ccccc1 (stereo not given)
  i	-7	-1.8	-8	1.0	-17	5	2	0	2
- COc1c(Cl)cc(Cl)cc1C(=O)Nc1ccc(NC(C)=O)cc1
  i	-1	0.9	0	0.8	1	3	-8	-14	1
- Cc1cc(C)c2c(CC(=O)Nc3ccc(Cl)cn3)coc2c1
  10	3	.	-6	0.3	10	-2	-1	2	1
- COc1ccc(/C=C(/NC(=O)c2ccco2)C(=O)NCCc2ccccc2)cc1
  3.6	8	2.3	-7	-0.2	31	6	-2	4	-2
- Cc1cccc(COC(=O)Nc2ccc(NC(=O)c3ccccc3Cl)cc2)c1
  i	-1	-1.2	0	0.5	5	-1	-6	-3	1
- C=CCSc1nnc(COc2ccc(=O)n(-c3ccccc3)n2)n1CC
  2.7	-7	0.3	1	-1.6	36	-1	-4	2	1
- COc1ccc(CC(=O)NC(C)c2ccc(Cl)c(Cl)c2)cc1S(=O)(=O)N1CCOCC1 (stereo not given)
  -1.1	24	7.2	0	-1.4	.	.	1	0	.
- Cc1ccccc1-c1nc(-c2ccccn2)no1
  -0.4	17	0.4	-9	-4.1	2	4	0	-10	4
- COc1ccc(N(CC(=O)N2CCN(c3ccc(Cl)cc3)CC2)S(=O)(=O)c2c(C)n[nH]c2C)cc1
  -0.5	-1	2.3	-24	0.4	14	2	-7	1	-2

The list is partial; count on the stated rates, not on these rows.
